Screening data from PubChem BioAssay.
Hsp70 activator = Hsp70 transcriptional activation, primary screen | activation, % at 10 µM | HeLa Hsp70 promoter luciferase reporter, luminescence; scaled: vehicle 0, proteasome-inhibitor control 100% | 200,000 tested, 0.04% active;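 active means activation above the mean across all tested compounds plus 3 SD, cutoff set per campaign, cut at about 5.5% in these data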;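 further: 100% = MG132 at 30 µM as the positive control and 0% = DMSO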
PMI act hi M6P = activators of human phosphomannose isomerase at near-saturating mannose 6-phosphate; P34949; coupled PMI enzyme assay, resazurin fluorescence, 20 min; active compounds read high; 1 = untreated enzyme, 0 = substrate-free blank; activation factor at 20 µM; 190,000 tested, 0.34% active; AID 1216;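 active means activation factor of 2 or more at 20 µM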
Target sequence (P34949 whole entry, looked up): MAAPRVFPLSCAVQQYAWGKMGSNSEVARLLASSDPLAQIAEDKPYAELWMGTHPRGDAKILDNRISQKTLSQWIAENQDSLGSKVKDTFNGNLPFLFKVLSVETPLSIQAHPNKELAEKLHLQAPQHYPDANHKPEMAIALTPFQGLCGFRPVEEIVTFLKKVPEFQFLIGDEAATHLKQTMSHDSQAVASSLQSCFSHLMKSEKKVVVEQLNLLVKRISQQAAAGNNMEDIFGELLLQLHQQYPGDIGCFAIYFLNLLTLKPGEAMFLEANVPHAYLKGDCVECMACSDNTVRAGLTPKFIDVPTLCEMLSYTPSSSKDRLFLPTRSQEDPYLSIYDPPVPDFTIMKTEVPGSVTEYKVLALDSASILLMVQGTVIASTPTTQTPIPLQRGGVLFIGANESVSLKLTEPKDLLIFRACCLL
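Test system: Human PMI in coupled enzyme assay | Input: 15 ng/mL PMI | Medium: HEPES-buffered pH 7.4 with magnesium and detergent | Compound: One concentration, 20 µM, in 1% DMSO | Incubation: Enzyme reaction with compound 20 min at room temperature | Detection: Diaphorase-driven resazurin-to-resorufin fluorescence, excitation 544, emission 590 nm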
Lmaj promast = Leishmania major promastigote growth inhibition; Leishmania major promastigotes, resazurin fluorescence viability; 200,000 tested, 9% active; AID 1063; inhibition, % at 10 µM; in the data active means inhibition above about 50%;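 further: promastigotes grown with compound for 44 hours at 28 °C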
TNAP inh hi DEA = inhibitors of human TNAP at high phosphate acceptor concentration; P05186; purified TNAP, CDP-star luminescence, 1 M DEA; inhibition, % at 20 µM; 200,000 tested, 0.03% active; AID 1135;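 active means over 50% inhibition of tissue-nonspecific alkaline phosphatase at 20 µM in the single-dose screen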;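 further: plate controls were DMSO wells for no effect and EDTA-quenched wells as full inhibition for full effect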
TNAP inh noacc = blocks human TNAP activity with no phosphate acceptor present; P05186; purified TNAP, CDP-star luminescence, 30 min; inhibition, % at 20 µM; 200,000 tested, 0.26% active; AID 1012;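 active means tissue-nonspecific alkaline phosphatase inhibition above about 50% at 20 µM in the single-dose screen, limit read from the data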;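 further: 0% = DMSO negative control and 100% = EDTA positive control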
PMI activator = phosphomannose isomerase (human) activation; purified human PMI, coupled resazurin fluorescence, 20 min; active compounds read high; 1 = vehicle control, 0 substrate-free wells; activation factor at 20 µM; 190,000 tested, 0.005% active; P34949; AID 1214;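 active means activation factor of 2 or more at 20 µM, relative to plate controls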
S1P3 antag = S1P3 (human) receptor antagonism | Q99500 | CHO S1P3 NFAT-BLA reporter, FRET fluorescence, antagonist mode | inhibition, % at 4.98 µM | 170,000 tested, 0.27% active | AID 485;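 active means inhibition above the plate cutoff, the mean inhibition of test wells on that plate plus 3 SD, cut at about 28% in these data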;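 further: cells challenged with S1P at its EC80 of 0.8 µM; blue over green emission ratio from cleaved BLA substrate after 4 h stimulation; 0% = S1P-stimulated wells and 100% = unstimulated DMSO-only wells; some compounds past the cut are filed as inactive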
Target sequence (Q99500 whole entry, looked up): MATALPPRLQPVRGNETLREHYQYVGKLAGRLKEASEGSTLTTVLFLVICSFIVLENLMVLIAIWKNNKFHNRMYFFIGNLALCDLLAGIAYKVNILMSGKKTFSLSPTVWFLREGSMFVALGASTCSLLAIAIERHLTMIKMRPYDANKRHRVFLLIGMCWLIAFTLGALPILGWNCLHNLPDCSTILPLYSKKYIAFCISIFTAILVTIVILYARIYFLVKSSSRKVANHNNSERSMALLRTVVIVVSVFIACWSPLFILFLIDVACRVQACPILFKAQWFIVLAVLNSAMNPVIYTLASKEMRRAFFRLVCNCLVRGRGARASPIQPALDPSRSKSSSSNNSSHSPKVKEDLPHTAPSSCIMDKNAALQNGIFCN
RAM inhibit = inhibitors of the yeast RAM network. inhibition, % at 50 µM. 190,000 tested, 1.8% active. S. cerevisiae dse1pr::URA3 reporter, 5-FOA growth OD615, 2 d; analog-sensitive cbk1-as2 kinase mutant strain;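 active means inhibition above a set limit, 3 SD over mean compound inhibition, cut at about 8.4% in these data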;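 further: 0% = DMSO-only wells with no growth and 100% = 10 µM 1-NA-PP1 full growth; inhibition rescues growth on 5-FOA so higher OD means more RAM inhibition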
HMGR II inh = inhibitors of class II HMG-CoA reductase from Enterococcus faecalis; purified E. faecalis HMGR, NADPH absorbance 340 nm kinetic; inhibition, % at 10 µM; 190,000 tested, 0.41% active; AID 1066;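 active means inhibition above a set limit, the median over all tested compounds plus 3 SD, cut at about 9.5% in these data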;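 further: enzyme runs in reverse so mevalonate oxidation gives rising NADPH absorbance; 0% = complete reaction with DMSO and 100% = background rate lacking mevalonate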
Redox H2O2 prof = compounds producing H2O2 with reducing agent – biochemical, NIH compound library profiling, artefact control for MLSCN library redox annotation, primary screen; DTT-dependent redox cycling H2O2, phenol red/HRP absorbance; 100% = 100 µM peroxide control, 0% = buffer; activation, % at 10 µM; 200,000 tested, 0.03% active; AID 878;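 active means activation of at least 50% relative to the plate's high and low controls in the primary single-dose screen; inactive means activation below 50%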;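 further: compound incubated with DTT at 0.8 mM final as the reducing agent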
The depositor's hits bear a star; . = no result given; & = joins results of further samples. This is a subset; count on the stated rates, not on these rows.

cpd	compound	S1P3 antag	PMI activator	Redox H2O2 prof	PMI act hi M6P	TNAP inh hi DEA
1	NC(=O)CN1CC(c2ccccc2)CC1=O (centres undefined)	-3.5	1	2.3	1	-3.3
2	CCc1ccccc1N1C(=O)NC(=O)/C(=C\c2cc(C)n(C)c2C)C1=O	-2.0	1	0.1	1	5.6
3	Cc1cc(OCCCC(=O)NCc2cccs2)ccc1Cl	-17.1	1	0.3	1	1.4
4	O=C1NC(=O)N(Cc2ccccc2)C(=O)/C1=C\N1CCCc2ccccc21	-9.2	0.8	-0.2	0.6	1.9
5	CN(Cc1c[nH]c2ccccc12)C1CCCCC1	9.8	1.1	0.0	1.1	-2.1
6	CN1C2CCC1CC(=NO)C2	-0.7	1.1	-0.4	1.1	-4.4
7	CCOc1ccc(N2C(=O)NC(=O)/C(=C\c3ccc(N4CCCCC4)o3)C2=O)cc1	1.2	0.9	0.5	1	39.9
8	CC(=O)OC1(c2ccccc2)CCN(C2CCCCC2)CC1C (centres undefined)	1.0	1	0.3	1	-6.0
9	Cc1cccc(NP(=O)(Oc2ccccc2F)Oc2ccccc2F)c1	-6.7	0.7	-0.5	0.8	-3.1
10	COc1cc2c(cc1OC)-c1c(OC)c(OC)c(OC)c3ccnc(c13)C2=O	10.3	0.8	0.3	0.5	15.0

cpd	Hsp70 activator	RAM inhibit	TNAP inh noacc	Lmaj promast	HMGR II inh
1	0.0	1.4	-7.8	5.0	-7.2
2	-0.2	3.8	4.6	54.0*	-0.1
3	-0.1	2.0	-2.0	55.9*	-4.7
4	-0.5	0.4	-30.9	8.1	4.1
5	-0.4	-1.2	-6.5	70.3*	-8.9
6	-0.2	0.4	-15.7	-7.5	-0.8
7	-0.2	1.0	34.8	-3.0	-0.1
8	0.5	0.0	-9.8	15.8	0.0
9	0.1	16.2*	-12.1	56.8*	-5.2
10	-0.4	2.4	9.4	77.7*	1.7

Further results:
cpd	compound	S1P3 antag	PMI activator	Redox H2O2 prof	PMI act hi M6P	TNAP inh hi DEA
11	CCCCCCN1CCN(c2ccccc2Cl)CC1	-2.3	1.2	-2.1	1.2	0.0
12	CCCCCn1c(=O)c(C(=O)NCc2ccccn2)c(O)c2ccccc21	-0.8	1	-0.8	1.1	-7.2
13	CC(C)OC(=O)c1c(N)n(Cc2ccco2)c2nc3ccccc3nc12	.	.	3.0	.	.
14	O=C(N/N=C/c1c(O)n(CCC2=CCCCC2)c(=S)[nH]c1=O)c1ccccc1	-6.0	1.1	0.3	1.3	0.2
15	C=C(CO)CC1CC(O)[C@]2(C)OC3CC4OC5C[C@]6(C)O[C@]7(C)CCC8OC9C[C@]%10(C)OC%11C(C)=CC(=O)OC%11CC%10OC9C[C@@H](C)C8OC7CC6O[C@]5(C)C/C=C\C4OC3CC2O1 (some centres undefined)	-19.6	0.8	0.1	0.9	-3.8
16	C[C@]12CCC(=O)C=C1CC[C@@H]1[C@@H]2CC[C@]2(C)C(=O)CC[C@@H]12	-1.8	1.1	-1.2	1.1	-4.9
17	CCCCN=Cc1c(O)n(-c2c(C)cc(C)cc2C)c(=O)[nH]c1=O	-14.0	1	4.8	1	-2.5
18	CC(C)CC(=O)NC(Oc1ccc(Cl)cc1)C(Cl)(Cl)Cl (centres undefined)	.	0.8	-4.2	0.9	-5.1
19	COc1cccc(-n2c(/C=C/c3ccc(O)c(O)c3)nc3ccccc3c2=O)c1	-7.3	0.4	-1.1	0.9	31.0
20	CC(C)(C)P(=O)(N1CCOCC1)N1CCOCC1	-21.9	1	-1.9	1	-4.1

cpd	Hsp70 activator	RAM inhibit	TNAP inh noacc	Lmaj promast	HMGR II inh
11	-0.5	1.1	-5.0	3.3	-7.1
12	-0.2	3.6	-2.7	38.1	-1.1
13	-0.2	2.2	.	56.3*	-7.8
14	-0.2	6.2	-39.6	-8.1	-4.2
15	-0.1	1.6	-2.2	55.6*	-2.6
16	-0.2	1.4	-10.8	1.9	-5.3
17	-0.4	0.9	1.2	-4.5	0.8
18	0.4	0.1	-9.9	4.4	-4.5
19	-0.1	2.1	84.0*	21.4	-1.0
20	0.4	0.1	-14.0	-7.4	-8.4

Later entries:
cpd	compound	S1P3 antag	PMI activator	Redox H2O2 prof	PMI act hi M6P	TNAP inh hi DEA
21	Cc1cc(C)c(Cn2c(C(=O)O)c(C=O)c3ccccc32)c(C)c1	7.9	1.4	-0.7	1.2	-5.3
22	FC(F)=C(F)CCSc1ncn[nH]1	-10.9	1	-0.2	0.8	0.2
23	CC1(C)CSC(Nc2ccc(F)c(Cl)c2)=N1	.	1	-0.8	1	-9.7
24	Fc1ccc(Cn2nnnc2C(c2ccc(F)cc2)N2CC=C(c3ccc(F)cc3)CC2)cc1 (centres undefined)	22.0	0.8	0.6	1	-3.8
25	N=Cc1c(O)n(-c2cccc(Cl)c2)c(=O)[nH]c1=O	-42.5	1	3.0	1	-2.8
26	O=c1[nH]c(=O)n(CC2CCCO2)c(O)c1/C=C1\C=Nc2ccccc21 (centres undefined)	4.0&-46.0	1	0.1	1	6.7
27	Nc1ccc(S(=O)(=O)N2CC3CC(C2)c2cccc(=O)n2C3)cc1 (centres undefined)	-3.0	1	-1.3	1	-6.4
28	O=C(CN1C(=O)CN=C(c2ccccc2)c2ccccc21)NCc1ccco1	-16.8	1	0.3	1.1	1.9
29	Cc1ccc(N2C(=O)NC(=O)/C(=C/c3ccc(OC(=O)c4cccs4)cc3)C2=O)cc1	.	1	2.4	1.1	-4.1
30	CCOP(=O)(OCC)C(NC(=O)c1cccc2ccccc12)C(Cl)(Cl)Cl (centres undefined)	-7.2	1.1	0.2	1.1	-2.4

cpd	Hsp70 activator	RAM inhibit	TNAP inh noacc	Lmaj promast	HMGR II inh
21	0.2	0.2	-17.8	15.0	-6.0
22	0.0	1.1	1.9	0.0	-3.6
23	-0.4	1.4	-17.7	35.0	0.6
24	-0.3	4.6	-26.3	22.2	0.3
25	-0.6	0.7	-8.2	1.6	-4.3
26	0.2	2.0	8.7	2.4	0.2
27	-0.4	2.0	-14.9	3.7	-0.6
28	0.0	0.6	-4.9	0.1	-0.2
29	0.3	0.9	-14.8	-9.6	-1.9
30	-0.3	-1.3	-85.6	-1.2	-2.5

An excerpt from above with just TNAP inh hi DEA:
nr	structure	TNAP inh hi DEA
25	N=Cc1c(O)n(-c2cccc(Cl)c2)c(=O)[nH]c1=O	-2.8
26	O=c1[nH]c(=O)n(CC2CCCO2)c(O)c1/C=C1\C=Nc2ccccc21 (centres undefined)	6.7
27	Nc1ccc(S(=O)(=O)N2CC3CC(C2)c2cccc(=O)n2C3)cc1 (centres undefined)	-6.4

(cont.)
cpd	compound	S1P3 antag	PMI activator	Redox H2O2 prof	PMI act hi M6P	TNAP inh hi DEA
31	CCC(=NCCO)c1c(O)n(-c2ccc(Cl)cc2)c(=O)[nH]c1=O	-9.3	1.1	0.1	1.1	0.0
32	C=CCN(c1ccc(C(=O)N(CC)CC)cc1)S(C)(=O)=O	.	1.2	-1.0	1.2	4.6
33	COC(=O)c1c(C)n(Cc2ccco2)c2ccc(O)cc12	.	0.9	0.5	1	-9.4
34	N#Cc1ccccc1NC(=O)CN1CC=C(c2ccccc2)CC1	16.3	1	-1.8	1	0.0
35	CCN(CC)CCCN=Cc1c(O)n(CCc2ccc(OC)c(OC)c2)c(=O)[nH]c1=O	-8.9	1.1	-0.7	1	-8.2
36	COc1ccc(OC)c(N2C(=O)NC(=O)/C(=C/c3ccc([N+](=O)[O-])s3)C2=O)c1	-3.9	0.6	-1.2	0.4	17.6
37	CCCCCCN=C(C)c1c(O)n(CCCC)c(=O)[nH]c1=O	-13.1	1	-1.5	1	-3.1
38	CCN(CC)CCOC(=O)c1cc2cc(COC)ccc2o1	8.0	0.9	2.4	1	-5.6
39	CC(C)CCC1(CCc2ccncc2)C(=O)NC(=O)NC1=O	.	1.1	-4.0	1.1	-1.9
40	Oc1cc2c(cc1CN1CCN(c3ccccc3)CC1)CCC2	-9.2	.	0.2	.	.

cpd	Hsp70 activator	RAM inhibit	TNAP inh noacc	Lmaj promast	HMGR II inh
31	0.1	2.0	-5.7	-5.7	1.2
32	0.1	1.6	-1.9	-7.2	-10.0
33	-0.3	2.4	-8.6	2.5	-4.5
34	0.5	0.6	4.9	0.6	-1.8
35	-0.1	2.9	-0.2	-1.4	-1.8
36	-0.2	-1.2	11.4	96.8*	-0.8
37	-0.1	1.1	7.4	4.3	1.2
38	-0.2	2.7	-13.2	-7.7	-1.0
39	-0.1	2.3	-9.9	0.6	-0.5
40	-0.1	0.5	.	-0.1	3.2

The listing continues:
cpd	compound	S1P3 antag	PMI activator	Redox H2O2 prof	PMI act hi M6P	TNAP inh hi DEA
41	CC(=O)C1C2c3ccccc3OC1(C)N=c1s/c(=C/c3cnn(C)c3)c(=O)n12 (centres undefined)	10.8	0.9	2.7	1	-6.0
42	CC(=NCCCN1CCCCC1)c1c(O)n(Cc2ccccc2)c(=O)[nH]c1=O	-2.1	0.8	2.8	0.9	-2.7
43	COc1ccc(N=C(C)c2c(O)n(C3CCCCC3)c(=O)[nH]c2=O)c(OC)c1	1.7	0.9	2.5	0.8	-0.3
44	O=P(C(=Nc1ccc(Cl)cc1)N1CCOCC1)(N1CCOCC1)N1CCOCC1	.	1	-0.1	1	-2.5
45	COc1ccc(C(=O)CN2CCOCC2)cc1F	.	1.4	-0.6	1.9	-3.3
46	CCOC(=O)c1[nH]c(C)c(C(=O)N2CCC3(CC2)OCCO3)c1C	4.6	1	0.0	1	-5.4
47	Clc1ccccc1C1NCc2ccccc2-n2cccc21 (centres undefined)	0.0	1	0.5	1	-1.9
48	C=CCn1c(O)c(C(CC)=NCCc2ccccc2)c(=O)[nH]c1=O	.	0.9	0.6	1	2.3
49	CC1CCCCN1Cc1ccc(Cl)nc1 (centres undefined)	2.6	1.1	-1.3	1.1	0.0
50	CCCCN1C(=O)/C(=C/c2ccc(N3CCCCCC3)cc2)C(=O)NC1=S	-0.3	1.1	1.3	0.7	10.9
51	O=C(c1cc2c(s1)CCCCCC2)N1CCC2(CC1)OCCO2	-8.8	1	1.9	1	-5.6

cpd	Hsp70 activator	RAM inhibit	TNAP inh noacc	Lmaj promast	HMGR II inh
41	-0.3	-0.3	-19.1	-4.3	-2.8
42	-0.5	0.9	-0.1	16.2	-1.5
43	0.1	7.1	0.6	22.3	-4.2
44	0.1	-0.5	-11.9	-4.6	-10.0
45	1.2	2.1	-9.6	2.7	-0.1
46	-0.2	0.7	-8.6	-1.2	-2.4
47	0.1	0.0	-12.0	17.6	-1.1
48	0.8	2.4	-4.6	-2.0	-4.6
49	-0.2	1.5	-1.6	-5.2	-4.8
50	0.0	5.3	33.9	59.4*	-3.4
51	-0.4	2.3	-13.5	-1.6	-5.0
